# FXIIa inh: inhibitors of human coagulation factor XIIa; 220,000 compounds, 0.3% hits; inhibition, % at 5 µM; purified FXIIa, Boc-QGR-AMC fluorogenic substrate, 2 h; in the data active means inhibition above about 40%;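 further: 0% = enzyme with no compound and 100% = blank without enzyme; many of its hits are not listed in these tables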
# Hck-Nef inh: inhibitors of human Hck kinase activated by Nef; Recombinant Hck-YEEI plus Nef, Z-Lyte FRET kinase assay; 220,000 compounds, 0.68% hits; P08631; AID 463187; inhibition, % at 20 µM;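 active means Hck-Nef kinase inhibition above about 50%, limit read from the data; inactive means inhibition below that limit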;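 further: 0% = DMSO with Hck plus Nef and 100% = Hck alone without Nef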
# FXIa inh: inhibitors of human coagulation factor XIa; purified FXIa, Boc-Glu-Ala-Arg-AMC fluorogenic substrate; inhibition, % at 5 µM; 220,000 compounds, 0.14% hits; AID 798;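 active means inhibition of at least 40%; inactive means inhibition below 40%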;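 further: fluorescence of freed AMC excited at 355 nm; 0% = enzyme without compound and 100% = no enzyme blank; many of its hits are not listed in these tables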
# Target sequence (P03951 19-387 limits assumed): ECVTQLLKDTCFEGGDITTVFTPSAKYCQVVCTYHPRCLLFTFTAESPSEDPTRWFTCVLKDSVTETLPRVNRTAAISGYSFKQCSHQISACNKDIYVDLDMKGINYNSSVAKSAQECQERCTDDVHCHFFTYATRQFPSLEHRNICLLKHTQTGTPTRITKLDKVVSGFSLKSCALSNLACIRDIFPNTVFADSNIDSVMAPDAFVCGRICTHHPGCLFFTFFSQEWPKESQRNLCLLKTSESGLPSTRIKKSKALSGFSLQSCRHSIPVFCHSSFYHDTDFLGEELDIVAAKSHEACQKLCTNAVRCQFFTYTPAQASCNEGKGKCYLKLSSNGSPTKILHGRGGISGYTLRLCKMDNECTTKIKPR
# Target sequence (P03951 388-625 limits assumed): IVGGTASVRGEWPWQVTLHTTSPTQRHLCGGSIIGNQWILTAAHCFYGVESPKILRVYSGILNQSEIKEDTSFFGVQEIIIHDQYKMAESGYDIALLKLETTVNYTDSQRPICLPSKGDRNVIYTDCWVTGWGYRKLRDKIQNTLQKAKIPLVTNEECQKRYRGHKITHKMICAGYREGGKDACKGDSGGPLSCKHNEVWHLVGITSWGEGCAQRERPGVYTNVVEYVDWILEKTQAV
# zVAD death inh: blocks zVAD induced death of L929 cells; L929 zVAD necroptosis rescue, ATP luminescence, 24 h; with zVAD 60 µM; viability rescue, % at 10 µM; 220,000 compounds, 0.38% hits; AID 1377;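 active means activation, scaled between plate controls, above about 75%, limit read from the data; inactive means activation under that limit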;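 further: 0% = zVAD with DMSO and 100% = DMSO alone without zVAD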
# Cl transport mod: modulators of human KCC2 chloride dependent transport. Q9H2X9. KCC2 cells, thallium flux FluoZin-2 fluorescence. B-score of Tl+ flux slope (higher = more flux/activation; lower = inhibition) at 10 µM. 190,000 compounds, 2.2% hits. AID 1456;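 active means thallium flux slope and its plate-corrected score both differing from the plate sample mean at a set confidence after two filtering rounds, in either direction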;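 further: slope of fluorescence scaled to starting intensity during 10 to 20 s after thallium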
# thrombin 1536: thrombin (human) inhibition; inhibition, % at 5 µM; P00734; AID 1046; alpha-thrombin, Boc-VPR-AMC fluorogenic substrate cleavage; 220,000 compounds, 0.26% hits;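 active means inhibition at or above 40%; inactive means inhibition below 40%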;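 further: 0% = enzyme with no compound and 100% = wells without enzyme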
#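 Test system: human alpha-thrombin protein / Dosing: one concentration per compound, 5 µM, with 0.2% DMSO / Medium: pH 7.5 Tris-saline with Tween 20 / Benchmarks: no-compound enzyme wells and no-enzyme blanks / Read-out basis: percent inhibition of thrombin substrate cleavage / Timing: reaction at room temperature / Measured by: fluorescence, ex 355 nm, em 460 nm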
# TNF death inh: inhibitors of TNF-alpha induced necroptosis in Jurkat FADD-/- cells; Jurkat FADD-/- TNF necroptosis rescue, ATP luminescence, 24 h; 0 = TNF only, 100 = no-TNF cells; activation (protection from cell death), % at 10 µM; 220,000 compounds, 0.068% hits;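 active means activation, meaning protection from cell death, of at least 50% relative to plate controls; inactive means activation below 50%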;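 further: necroptosis triggered by 40 ng/mL TNF-alpha added together with compound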
# KLK5 inh: inhibitors of human kallikrein 5; Q9Y337; recombinant hK5, fluorogenic AMC substrate cleavage; inhibition, % at 5 µM; 210,000 compounds, 0.59% hits; AID 873;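 active means inhibition of 40% or more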;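 further: 0% = enzyme controls without compound and 100% = no-enzyme blanks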
# Target sequence (Q9Y337 67-293 limits assumed): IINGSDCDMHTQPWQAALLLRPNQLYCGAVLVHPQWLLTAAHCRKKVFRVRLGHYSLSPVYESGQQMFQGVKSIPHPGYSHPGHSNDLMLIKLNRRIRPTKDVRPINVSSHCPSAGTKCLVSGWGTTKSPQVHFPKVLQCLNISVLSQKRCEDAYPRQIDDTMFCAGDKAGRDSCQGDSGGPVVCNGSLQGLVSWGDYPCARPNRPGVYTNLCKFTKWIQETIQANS
# Rad51 HR inh: blocks human Rad51 in homologous recombination. Q06609. hRad51 DNA strand exchange, fluorescence dequenching. AID 1385. 200,000 compounds, 0.085% hits. inhibition, % at 10 µM;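 active means inhibition above 40% at the single screening dose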;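 further: 0% = DMSO control wells and 100% = blanks with heterologous ssDNA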
#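 Material: Human Rad51 nucleoprotein filaments preassembled on unlabelled ssDNA | Also added: Labelled 47-mer dsDNA for strand exchange | Dosing: Single dose, 10 µM final compound | Schedule: 30-min compound preincubation and 15-min exchange, both room temperature | Technique: Fluorescence dequenching at 485/520 nm | Measure: Percent inhibition relative to plate controls and blanks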
# Starred values were filed as active, the others as inactive; / = not tested or not shown.
SMILES,FXIIa inh,Hck-Nef inh,FXIa inh,zVAD death inh,Cl transport mod,thrombin 1536,TNF death inh,KLK5 inh,Rad51 HR inh
O=C(Nc1ccccc1N1CCCC1)c1cccc(Cl)c1Cl,4,18,-2,0.0,0.46,-11,-1.7,-1,-2
O=C(NCCCNC(=O)NC1CCCCC1)NC1CCCCC1,/,0,/,-0.4,-0.72,/,-0.6,/,4
COc1ccc(CNC(=O)C2CCCN(S(=O)(=O)c3c(C)nn(C)c3C)C2)cc1 (stereo not drawn),10,3,3,-0.1,0.086,-3,-0.4,-10,10
O=C(NC1CC2CCC1C2)C1COc2ccccc2O1 (stereo not drawn),10,6,0,0.3,-1.1,-2,3.6,1,-2
COc1ccccc1CN1C(=O)c2ccncc2C1=O,-6,7,-5,1.6,/,-4,0.5,3,-1
CCOC(=O)c1cnc(-n2[nH]c(C)c(Cc3ccccc3)c2=O)[nH]c1=O,1,3,0,2.1,-1.5,5,0.2,-30,-19
Cc1cccc(NC(=O)Cn2c(=O)n(Cc3ccco3)c(=N)c3c4c(sc32)COC(C)(C)C4)c1,10,0,-1,-0.7,-1.6,1,-1.6,-2,2
O=C(NC(=S)Nn1cnc2c(cnn2-c2ccccc2)c1=O)c1ccc(Oc2ccccc2)cc1,4,3,4,1.5,18*,-7,1.7,-21,-2
CCOC(=O)Nc1ccc2ncn(C)c(=O)c2c1,5,3,-4,0.7,/,-3,-5.0,-3,1
O=c1c2ccccc2nc2n1CCS2(=O)=O,9,2,0,8.1,-0.034,-3,21,1,/
O=C(O)CN1CCN(c2ncc(C(F)(F)F)cc2Cl)CC1,-2,-8,-3,2.7,/,-1,1.6,-6,/
Clc1nc2sccn2c1/C=N/n1cnc2ccccc21,9,-5,4,12,-1,-1,-0.7,-8,-1
O=C(NCc1ccc(F)cc1)C1CCCN(c2nc3ccsc3c(=O)s2)C1 (stereo not drawn),8,0,-2,1.3,0.09,-1,0.2,2,-2
CCOc1cc(CNCCSc2nnnn2C)cc(Br)c1OCc1ccc(F)cc1,10,0,7,1.4,0.089,-16,-3.0,-4,4
COc1cccc(OCc2nc3ccccc3c(=O)n2N)c1,6,2,-5,0.0,1.1,-2,-1.8,-24,-7
CN1CCN(C(=S)NC(=O)c2ccc(Br)cc2)CC1,10,10,2,-1.3,12*,-4,-0.3,0,/
COc1cccc(C(=O)N(C)c2nnc(-c3ccncc3)s2)c1,24,2,1,0.0,0.55,0,-2.3,-9,/
CCOC(=O)CSc1nnc(-c2ccccc2)c(=O)[nH]1,10,1,16,-0.6,/,1,0.7,24,4
COc1cccc(N2C(=O)C3C(C2=O)C2C=CC3C23CC3)c1 (stereo not drawn),-6,5,-6,-0.2,-0.86,-4,-1.2,3,-2
CNC(=O)Nc1ccc(Cn2cc(C(F)(F)F)ccc2=O)cc1,3,13,-4,1.8,0.54,5,1.1,-10,-26
O=C(CSc1nnc(-c2ccccc2)c2ccccc12)NCC1CCCO1 (stereo not drawn),2,13,-3,1.4,0.49,-7,-1.2,-5,-3
CCOC(=O)C1CCCN(C(=O)CNS(=O)(=O)c2ccc(Br)s2)C1 (stereo not drawn),8,2,-1,-0.1,-0.0032,4,-0.2,-25,/
Cc1ccccc1NC(=O)c1cccc(OCc2c(C)noc2C)c1,1,0,3,-0.6,-1.7,-24,-2.0,1,-4
Cc1cc(-n2[nH]c(C)c(C)c2=O)nc(-c2ccccc2O)n1,21,0,11,5.5,0.029,4,0.8,-22,3
CCOC(=O)N1CCN(Cc2nc3c(c(=O)n(C)c(=O)n3C)n2Cc2ccccc2C)CC1,16,-2,7,-0.4,/,-11,-0.6,-23,3

# Following part
SMILES,FXIIa inh,Hck-Nef inh,FXIa inh,zVAD death inh,Cl transport mod,thrombin 1536,TNF death inh,KLK5 inh,Rad51 HR inh
CCN(CC)S(=O)(=O)c1cccc(C(=O)N/N=C/c2cccc(O)c2O)c1,1,7,-2,2.3,-0.77,-14,-9.0,-73,-3
CCCCSc1nc2c(cnn2-c2ccc(F)cc2)c(=O)[nH]1,7,19,-7,1.5,0.75,-8,2.1,-9,-6
CCCC(=O)Nc1nc2c(c(=O)[nH]1)CCCC2,12,-16,4,-0.4,0.02,0,1.5,17,3
O=C(COC(=O)c1cnccn1)c1ccc2ccccc2c1,6,-2,-3,0.3,0.99,-8,0.3,15,3
C=C(C)CNC(=S)Nc1ccc(S(=O)(=O)Nc2cnc3ccccc3n2)cc1,-3,6,-3,2.9,-0.076,-15,1.9,-6,/
COc1ccc(-n2nc(C(=O)NCC(=O)N3CCN(c4ccccn4)CC3)c3ccccc3c2=O)cc1,12,-3,3,1.2,/,-3,-5.5,-1,1
CCN(CC)c1ccc(NC(=O)COc2ccccc2C#N)cc1S(=O)(=O)Nc1ccccc1OC,15,12,6,0.4,0.048,-6,2.2,-11,-2
CN1CCN(C(=O)c2ccccc2NC(=O)c2cccs2)CC1,7,1,-3,0.1,0.7,-3,-3.3,5,6
O=[N+]([O-])c1cc(S(=O)(=O)Nc2cccc(C(F)(F)F)c2)ccc1-n1nnc2ccccc21,12,9,6,0.8,-3.2*,-1,1.0,-3,0
O=C(c1cc2c(s1)CCCCC2)N1CCN(c2ncccn2)CC1,8,-1,2,-0.2,-0.34,5,-1.6,-14,-4
CC12CCC(=O)N1c1c(sc3nc(N4CCOCC4)c4c(c13)CCCC4)C(=O)N2 (stereo not drawn),11,61*,0,-0.2,-1.8,3,-0.9,-76,-9
Cc1ccc(S(=O)(=O)n2ccc(-c3ccc(OCc4c(F)cccc4Cl)cc3)n2)cc1,0,1,-11,3.8,/,-5,-0.1,6,0
CC(=O)c1ccc(OCCCC(=O)Nc2ccc(C)c(S(=O)(=O)N(C)C)c2)cc1,15,1,4,1.1,0.076,0,1.4,-26,-4
COc1ccc(NC(=O)CN(C)S(=O)(=O)c2ccc(Cl)cc2)c([N+](=O)[O-])c1,16,-1,2,1.0,0.1,-2,-3.4,10,/
CCc1ccc(-c2nnn(Cc3nn[nH]n3)n2)cc1,6,-12,-3,0.4,0.63,-7,0.8,-1,1
CC(=O)c1ccc(N(C(=O)c2csnn2)C(C(=O)NC(C)(C)C)c2cccs2)cc1 (stereo not drawn),6,15,-8,1.9,-0.42,-2,0.6,-3,8
CCN(CC)C(=O)c1sc2nc(-c3ccccc3)ccc2c1N,3,1,-9,41,-0.29,3,1.8,-7,0
COc1ccc(N2CC(C(=O)NCc3cccnc3)CC2=O)cc1 (stereo not drawn),6,3,-3,0.0,-0.27,1,0.0,2,-8
O=C(O)CC(C(=O)NC1CCCCC1)C1CCCO1 (stereo not drawn),13,0,4,0.1,-0.41,0,-0.6,-22,0
CN(C)c1nc(SCCOC(=O)Nc2ccccc2)nc(N(C)C)n1,-9,6,-10,1.5,-0.036,-6,0.1,-10,-31
CCN(CC)CCNC(=O)c1cc(S(C)(=O)=O)ccc1OC,13,-3,7,1.4,0.34,/,2.2,-4,3
COc1ccc(N2CC(C(=O)Nc3ccc(S(=O)(=O)Nc4nc(C)cc(C)n4)cc3)CC2=O)cc1 (stereo not drawn),11,3,3,0.2,0.2,1,-2.9,0,4
Clc1cccc(CNCCNCc2cccc(Cl)c2)c1,10,23,-17,-0.3,/,-4,2.6,0,-7
O=C(O)c1cc(-c2ccccc2)n(-c2ccccc2C(=O)O)n1,8,1,5,2.5,0.61,-4,0.5,1,-3
Cc1cc(S(=O)(=O)Cc2noc(-c3c(C)noc3C)n2)c(C)cc1Cl,13,7,4,-0.2,-1.9,2,-1.0,5,15

# The list goes on.
SMILES,FXIIa inh,Hck-Nef inh,FXIa inh,zVAD death inh,Cl transport mod,thrombin 1536,TNF death inh,KLK5 inh,Rad51 HR inh
CCOC(=O)c1cc2c(ccn2-c2ccc(F)cc2)n1CC(=O)N1CCN(C(=O)c2ccco2)CC1,8,10,2,-0.6,-2.5,3,-3.8,-14,1
COC(=O)c1ccc(CNCC(=O)Nc2ccc(C(=O)OC)cc2)cc1,18,4,16,1.0,0.3,-6,2.5,-15,5
C=CCC(NCc1ccccc1)c1ccco1 (stereo not drawn),15,1,-6,0.4,-0.9,-4,0.3,6,3
Cc1cc(C)nc(N/N=C/c2ccccc2)n1,8,3,-3,0.4,0.43,-5,1.0,3,0
O=C(CCN1C(=O)C2C3C=CC(C3)C2C1=O)NCc1cccnc1 (stereo not drawn),4,0,-14,1.4,/,-2,-0.2,-22,-3
CCOc1cccc(C(=O)NC(=S)Nc2cccnc2)c1,1,5,-1,-0.7,1.1,-8,0.6,-20,2
O=C(c1ccc(Cl)cc1)[C@@H]1[C@@H]2C(=O)N(c3cccc4ccccc34)C(=O)[C@@H]2C2c3ccccc3C=NN21 (stereo partly drawn),1,-1,0,1.2,-0.68,-4,4.5,0,-11
C=CCCC1(C)C(=O)N(c2ccccc2)c2ccccc21 (stereo not drawn),5,-1,4,0.1,-2.5,-3,-3.0,-1,-5
COc1ccc(N2CCN(C(=O)CNC(=O)c3ccc(C(C)(C)C)cc3)CC2)cc1,26,-1,12,0.7,1.1,13,1.9,26,13
CCCNC(=O)N[C@@H](Cc1ccccc1)C(=O)OC,-1,-19,-9,1.0,0.65,-5,6.0,-5,-2
COCCSc1nnc(NC(=O)C2CC(=O)N(c3ccc(OC)cc3)C2)s1 (stereo not drawn),13,18,-2,14,-0.053,-2,0.4,2,3
Cc1ccc2oc(-c3ccc(C)c(NC(=O)Cc4cccs4)c3)nc2c1,-2,17,-7,0.3,0.32,-5,-1.9,2,/
CCN(CC)S(=O)(=O)c1cccc(C(=O)N/N=C(\C)c2cccs2)c1,2,21,1,5.6,0.5,-2,0.9,-5,-3
CCOC(=O)N1CCN(C(=O)CN(Cc2ccccc2)S(=O)(=O)c2ccc(OC)c(C)c2)CC1,-5,-1,-8,-0.3,-1.5,-8,1.0,-2,-1
O=C(N1CCCCC1)N1CCN(c2ccc(Cl)cc2)CC1,1,1,2,1.6,-1.1,-3,-0.1,4,-3
Cc1cc(Cl)nc(-c2ccccc2O)n1,10,9,-6,0.0,0.28,-2,1.3,-2,-4
COc1ccc(CNc2ccc(-c3ccccc3OC)nn2)cc1,14,-2,4,1.2,-0.091,3,1.5,4,-2
COc1ccc(-c2noc(-c3cc(C)cc(C)c3)n2)cc1OC,10,0,0,0.5,/,-4,2.8,0,-9
NC(=O)CCCCC(=O)OCCCc1cccs1,-1,-1,-8,4.8,-0.32,-4,0.5,0,0
Cc1c(-c2cccs2)[n+](=O)c2c(n1[O-])CCCCC2,6,-1,3,0.6,/,2,0.3,-5,-8

# Entries of single compounds, quoted from the list. Order of screens: FXIIa inh, Hck-Nef inh, FXIa inh, zVAD death inh, Cl transport mod, thrombin 1536, TNF death inh, KLK5 inh, Rad51 HR inh
# COc1ccc(N2CCN(C(=O)CNC(=O)c3ccc(C(C)(C)C)cc3)CC2)cc1 is listed as 26, -1, 12, 0.7, 1.1, 13, 1.9, 26, 13
# COc1ccc(-c2noc(-c3cc(C)cc(C)c3)n2)cc1OC is listed as 10, 0, 0, 0.5, /, -4, 2.8, 0, -9
# COc1cccc(C(=O)N(C)c2nnc(-c3ccncc3)s2)c1 is listed as 24, 2, 1, 0.0, 0.55, 0, -2.3, -9, /
# CCOC(=O)CSc1nnc(-c2ccccc2)c(=O)[nH]1 is listed as 10, 1, 16, -0.6, /, 1, 0.7, 24, 4

# This is a subset; count on the stated rates, not on these rows.
